AI-2 QS modul – Vibrio harveyi AI-2 quorum sensing modulators, primary screen, JMH597 strain, luminescence/OD600 ratio. activity change, % at 7.5 µM. Vibrio harveyi JMH597 AI-2 luminescence/OD600 ratio, 9 h; active compounds read low; strain lacks LuxN and CqsS sensors; 0 = neutral-control median. AID 2094, 2009. 0.4% of 300,000 active; in the data active means activity change below about -75%, passing the limit was not always enough; inconclusive means no clear call, values can overlap the other calls;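 further: luminescence divided by OD600 gain over 9 h not by final OD600 alone; inactives centre near 13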
DYRK1A inh – rat Dyrk1A kinase inhibitors, primary screen, biochemical, single point, plate reader; Dual specificity tyrosine-phosphorylation-regulated kinase 1A (Rattus norvegicus), Q63470; ADP-Glo luminescence, NFATc1 peptide; inhibition, % at 12.5 µM; 0.43% of 310,000 active; AID 504441, 2011; in the data active means inhibition above about 50%;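 further: plate controls were vehicle with enzyme for no effect and no enzyme for full effect; many of its hits are not listed in these tables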
Platelet DG rel – inhibitors of platelet dense granule secretion, primary screen, cell-based, MLPCN, human platelets; human platelet-rich plasma, SFLLRN dense granule ATP release, luminescence; inhibition, %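 (compounds screened at 7.5 µM in platelet-rich plasma)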; 0.22% of 300,000 active; AID 1663, 2009;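 active means mean replicate score, as percent of positive control, at or above 50; inconclusive means mean below 50 but at least one replicate at or above 50; inactive means mean and every replicate below 50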
GSK3 alpha inh – blockers of GSK3A enzyme activity – biochemical, luminescence, cell-free homogeneous, HTS, primary screen; Glycogen synthase kinase-3 alpha (Homo sapiens), P49840; AID 2650, 2010; 0.1% of 320,000 active; GSK-3 alpha kinase, ADP-Glo luminescence, 60 min; inhibition, % at 10 µM;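 in the data active means inhibition above about 50%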;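 further: GST-tagged GSK-3 alpha with peptide substrate and 25 µM ATP; 0% = DMSO neutral wells and 100% = GW8510 positive control wells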
HSP90 refold inh – HSP90 inhibitors, primary screen, cell lysate, luminescence; Heat shock protein HSP 90 (rabbit reticulocyte lysate; luciferase refolding); Rabbit reticulocyte lysate, luciferase refolding luminescence, 3 h; inhibition, % at 5.6 µM; 0.91% of 290,000 active; AID 1789, 2009;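 active means inhibition above the screen-wide mean plus 3 SD, computed separately per campaign, cut at about 16% in these data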;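 further: 0% = DMSO wells and 100% = 60 µM geldanamycin wells; inhibitors lower the luminescence because luciferase stays unfolded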
HSF1 activator – HSF-1 activators, primary screen, NIH3T3-HGL cells, MG132 stress, luminescence, single point. NIH3T3-HGL HSF-1 luciferase reporter, 8 h; 100% = twice DMSO control signal. activation, % at 9 µM. 1.7% of 300,000 active. AID 504408, 2011;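 active means mean replicate activation of at least 50% with a set share of replicates each reaching 50%; inconclusive means only one of those two conditions met; inactive means mean below 50% and too few replicates reaching it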;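 further: 0% = median of the neutral control wells and 100% = twice that signal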
GSK3beta inhib – human GSK3beta kinase inhibitors, primary screen, biochemical, cell-free homogeneous, HTS; activity score (negative = inhibition), % at 10 µM; 0.038% of 300,000 active; GST-GSK3beta kinase, ADP-Glo luminescence, 60 min; active compounds read low; AID 2097, 2009;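 active means more than half of replicate wells score below -50%, meaning over 50% inhibition versus plate controls; inconclusive means some replicates but at most half score below -50%; inactive means no replicate scores below -50%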;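 further: 0% = median DMSO wells and -100% = median GW8510 positive control wells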
Target sequence (P49841 whole entry, looked up): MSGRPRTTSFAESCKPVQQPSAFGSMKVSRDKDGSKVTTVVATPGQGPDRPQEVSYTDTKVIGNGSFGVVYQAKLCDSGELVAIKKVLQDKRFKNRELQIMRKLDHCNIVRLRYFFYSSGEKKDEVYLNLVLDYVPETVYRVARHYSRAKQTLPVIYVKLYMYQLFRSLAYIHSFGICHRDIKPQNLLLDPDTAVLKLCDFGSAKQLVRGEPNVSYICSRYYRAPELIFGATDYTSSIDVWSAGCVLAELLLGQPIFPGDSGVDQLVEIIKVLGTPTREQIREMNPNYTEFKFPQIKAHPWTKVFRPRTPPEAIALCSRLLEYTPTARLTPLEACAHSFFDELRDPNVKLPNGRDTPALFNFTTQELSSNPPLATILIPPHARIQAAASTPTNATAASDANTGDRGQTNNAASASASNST
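Assay system: GST-tagged human GSK3beta kinase, cell-free; Input: 1.6 ng GSK3beta; Medium: Tris/MgCl2 kinase buffer; Timing: 60 min enzyme reaction, room temperature; Signal: ADP-Glo luminescence quantifying ADP generated by kinase; Evaluation: score relative to plate controls; Benchmarks: DMSO neutral wells and GW8510 at 20 µM as positive.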
HSF1 inhib – HSF1 inhibitors in luciferase reporter cells, primary screen, cell-based, NIH3T3, luminescence; NIH3T3-HGL HSE-luciferase, MG132-induced, luminescence 8 h; active compounds read low; AID 2098, 2009; activity change, negative = inhibition, % at 7.5 µM (by protocol); 0.77% of 300,000 active;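 active means more than half of replicate wells show activity change below -50%, luminescence cut by over half; inconclusive means some wells, but at most half, below -50%; inactive means no replicate well below -50%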;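 further: luciferase reports HSF-1 transcriptional activity via heat shock element; 0% = median of DMSO wells and -100% = zero luminescence signal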
HDAC3 inh – HDAC3 deacetylase inhibitors, primary screen, biochemical, fluorescence, cell-free homogeneous. Histone deacetylase 3 (Homo sapiens), O15379. recombinant HDAC3, fluorogenic peptide/trypsin coupled. inhibition, % at 8.3 µM. 0.15% of 320,000 active. AID 2718, 2010; in the data active means inhibition above about 26%, passing the limit was not always enough; inconclusive means no clear call, values can overlap the other calls
PolyA inh – polyadenylation inhibitors in yeast reporter cells, primary screen, luminescence, S. cerevisiae; S. cerevisiae SKY197-pL101 polyadenylation reporter, beta-gal luminescence; efflux-impaired pdr1/pdr3 knockout yeast; score 100 = 6 SD above DMSO; calls only at 12 µM; 0.02% of 300,000 active; AID 1875, 2009;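 active means lowest replicate activity score at least 50, where 100 means six control SD above control mean; inconclusive means lowest score under 50 but half or more replicates reach 50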;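 further: yeast exposed to compound for 9 h at 30 °C; higher score means more reporter readthrough which indicates perturbed polyadenylation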
Active calls of the source: *; i = inactive; ? = inconclusive; . = no result given. The list is partial; count on the stated rates, not on these rows.

Field names: A = AI-2 QS modul; B = DYRK1A inh; C = Platelet DG rel; D = GSK3 alpha inh; E = HSP90 refold inh; F = HSF1 activator; G = GSK3beta inhib; H = HSF1 inhib; I = HDAC3 inh; J = PolyA inh
> CCCCc1ccc(S(=O)(=O)Nc2ccc(C)c(NS(C)(=O)=O)c2)cc1
  A: 7; B: .; C: -3; D: -3; E: 2; F: 1; G: -2; H: -4; I: 2; J: i

> CCOc1ccc(S(=O)(=O)NN=C2CCN(C(C)=O)CC2)cc1
  A: 17; B: 13; C: 1; D: -3; E: 0; F: 26; G: -1; H: -5; I: 0; J: i

> CCCOc1nc(C)cc(COC)c1C(N)=O
  A: 1; B: -4; C: 3; D: -1; E: 2; F: -5; G: -7; H: -7; I: 1; J: i

> CCCOc1ccc(CCN2CCC(=O)NC2=O)cc1C
  A: 14; B: 2; C: -1; D: 0; E: 11; F: -1; G: 2; H: 7; I: -4; J: i

> COc1ccc(COC(=O)C2CC(=O)N(Cc3ccc(C)cc3)C2)cc1 (centres undefined)
  A: 13; B: 5; C: 10; D: -3; E: -7; F: -3; G: 6; H: 6; I: 0; J: i

> CC(C)NC(=S)NNC(=O)C12CC3CC(CC(C3)C1)C2
  A: 14; B: -1; C: -7; D: -5; E: 0; F: -5; G: -5; H: -3; I: -1; J: i

> COc1ccc(C)cc1S(=O)(=O)N1CCN(C(=O)c2ncoc2-c2cccc(F)c2)CC1
  A: 22; B: -2; C: 10; D: -2; E: -4; F: 15; G: -1; H: -4; I: 3; J: i

> S=c1nc(-c2ccccc2)[nH]n1-c1ccccc1
  A: 16; B: 13; C: -5; D: -1; E: 2; F: 43; G: -4; H: 24; I: ?; J: i

> COc1ccc(NC(=O)Nc2ccc3c(c2)CCC3)c(OC)c1
  A: 4; B: -6; C: 6; D: 0; E: -3; F: -6; G: 3; H: 2; I: -3; J: i

> CN(Cc1ccccc1)C(=O)c1ccccc1NC(=O)c1ccco1
  A: 15; B: -8; C: 4; D: 0; E: 0; F: 4; G: 3; H: 2; I: -1; J: i

> CCOC(=O)c1ccc(NCn2c(=O)oc3ccccc32)cc1
  A: 5; B: -2; C: -3; D: -1; E: 4; F: -45; G: 0; H: -37; I: -5; J: i

> CC1(C(=O)O)CCC(C(=O)Nc2ccccc2O)C1(C)C (centres undefined)
  A: 32; B: 3; C: 0; D: -2; E: 3; F: -40; G: 2; H: -25; I: 3; J: i

> COc1ccc(NC(=S)NCC2CCN(c3ccc(OC)cc3)C2)cc1 (centres undefined)
  A: 19; B: -2; C: 0; D: -2; E: 0; F: -3; G: -1; H: -4; I: 0; J: i

> Cc1ccc(C)c(C(=O)CC2(O)C(=O)N(C)c3ccccc32)c1 (centres undefined)
  A: 13; B: .; C: -4; D: -6; E: 2; F: 8; G: 5; H: -2; I: -2; J: i

> COc1cccc(N2CCN(C(=O)C3CCN(S(=O)(=O)c4cccs4)CC3)CC2)c1
  A: -1; B: -2; C: 1; D: 1; E: 2; F: 14; G: -1; H: 8; I: -8; J: i

> CCN(CC(=O)N1CCCC1)S(=O)(=O)c1ccc(F)cc1
  A: 13; B: -4; C: -1; D: -4; E: -1; F: -72; G: -1; H: -66*; I: 0; J: i

> Cc1ccc(C(=O)N/N=C(\CC(C)C)c2ccccc2)cc1
  A: 10; B: 13; C: -12; D: -2; E: 1; F: 14; G: 0; H: 3; I: 6; J: i

> CC(C)(C)NC(=O)C(c1cccnc1)N(C(=O)c1csnn1)c1ccccc1 (centres undefined)
  A: -5; B: -2; C: -3; D: 1; E: 3; F: 7; G: 3; H: -4; I: -2; J: i

> CCOc1ccc(N2CC(C(=O)OCC(=O)NCc3ccccc3)CC2=O)cc1 (centres undefined)
  A: 27; B: -8; C: 3; D: -3; E: -4; F: -1; G: -1; H: -4; I: .; J: i

> COc1ccc(C)cc1-n1nnnc1SCc1nc2ccccc2c(=O)[nH]1
  A: 19; B: 7; C: -3; D: 0; E: 4; F: 15; G: 0; H: 13; I: 2; J: i

> CCOc1ccc(/C=C2\SC(=S)NC2=O)cc1OC
  A: 77; B: 14; C: 8; D: 6; E: 3; F: -1; G: -3; H: -2; I: 8; J: i

> Cc1ccc(CCN2CC(C(=O)NC(C)C)CC2=O)cc1 (centres undefined)
  A: 23; B: 1; C: 7; D: -1; E: 2; F: 1; G: 2; H: -3; I: 1; J: i

> Cn1nnnc1SCCNCc1cc(Cl)ccc1OCc1ccccc1
  A: 6; B: -3; C: -2; D: 2; E: 6; F: 21; G: -1; H: 26; I: -1; J: i

> CCOC(=O)c1ccc(NC(=S)N2CCN(c3ccc(N4CCOCC4)nn3)CC2)cc1
  A: 15; B: -4; C: -6; D: -6; E: 3; F: 2; G: -1; H: -3; I: 12; J: i

> COc1ccc(CN2CCN(C(=O)CC(C)C)CC2)cc1
  A: 4; B: 1; C: -4; D: -3; E: 3; F: -2; G: 3; H: -6; I: -2; J: i

> Cc1cc(S(=O)(=O)ON2C(=O)c3ccccc3C2=O)ccc1F
  A: 22; B: -3; C: ?; D: 0; E: 0; F: 4; G: 3; H: -7; I: ?; J: i

Some of the entries above in a different format.
| Molecule | AI-2 QS modul | DYRK1A inh | Platelet DG rel | GSK3 alpha inh | HSP90 refold inh | HSF1 activator | GSK3beta inhib | HSF1 inhib | HDAC3 inh | PolyA inh |
| --- | --- | --- | --- | --- | --- | --- | --- | --- | --- | --- |
| CCOc1ccc(/C=C2\SC(=S)NC2=O)cc1OC | 77 | 14 | 8 | 6 | 3 | -1 | -3 | -2 | 8 | i |
| Cc1cc(S(=O)(=O)ON2C(=O)c3ccccc3C2=O)ccc1F | 22 | -3 | ? | 0 | 0 | 4 | 3 | -7 | ? | i |
| S=c1nc(-c2ccccc2)[nH]n1-c1ccccc1 | 16 | 13 | -5 | -1 | 2 | 43 | -4 | 24 | ? | i |
| Cc1ccc(CCN2CC(C(=O)NC(C)C)CC2=O)cc1 (centres undefined) | 23 | 1 | 7 | -1 | 2 | 1 | 2 | -3 | 1 | i |
| CC(C)(C)NC(=O)C(c1cccnc1)N(C(=O)c1csnn1)c1ccccc1 (centres undefined) | -5 | -2 | -3 | 1 | 3 | 7 | 3 | -4 | -2 | i |
| CCCOc1nc(C)cc(COC)c1C(N)=O | 1 | -4 | 3 | -1 | 2 | -5 | -7 | -7 | 1 | i |

Screening results (PubChem BioAssay)
